# hiPSC survival: hiPSC single-cell survival enhancement; ATPlite luminescence; 100% = ROCK inhibitor wells, 0% = DMSO; survival enhancement, % at 20 µM; 0.044% of 360,000 active; in the data active means survival enhancement above about 18%;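 further: cells exposed to compounds for 16 hours before the ATP read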
# H9c2 protect: myocardial damage modulation in H9c2 cells; AID 588492; protection from H2O2 cell death, % at 20 µM; 0.63% of 360,000 active; H9c2 cardiomyocytes, H2O2 injury protection, ATPLite, 2 h;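 active means compounds giving at least 50% protection of heart cells from peroxide-induced death in the single-dose screen, raw or plate-pattern-corrected value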;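 further: 0% = DMSO wells with peroxide and 100% = DMSO wells without peroxide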
# N-glyco inh: N-linked glycosylation inhibition | reporter increase, % at 12.5 µM | AID 588692 | D54 ERlucT glycosylation luciferase reporter, 24 h; percent of 100 nM tunicamycin response | 0.23% of 360,000 active;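 active means mean luciferase reporter signal, scaled so untreated is 0 and the glycosylation-blocking control 100, at or above a set limit in every replicate; inconclusive means mean reaches the limit but not every replicate does; inactive means mean below the limit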;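 further: luciferase carries N-glycosylation sites so blocking glycosylation raises the light; 0% = median of neutral control wells and 100% = median of 100 nM tunicamycin wells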
# CaV13 FRET inh: Primary screen for inhibitors of IQ motif and Ca2+-dependent inactivation inhibitor domain binding in CACNA1D, Förster resonance energy transfer in living cells, …. 0.098% of 340,000 active. HEK cells, CFP/YFP FRET ICDI-IQ, plate reader, 10 min; percent FRET-ratio fall versus neutral wells. inhibition, % at 12.3 µM;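 active means mean replicate inhibition of at least 30% and at least 1% of replicates passing that level; inconclusive means only one of the two criteria is met; inactive means neither criterion is met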;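 further: 0% = median of the neutral control wells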
# Vif imaging: HIV Vif inhibition; HEK293T cells, Vif self-association by quenched fluorescence, imaging, 24 h; AID 602346; inhibition, % at 7.49 µM; 0.35% of 340,000 active; in the data active means inhibition above about 50%, passing the limit was not always enough; inconclusive means no clear call, values can overlap the other calls; inactive means below about 31%; further: some results filed as inactive read as strong as hits
# PDI inh: PDI (human) enzyme inhibition | PDI insulin aggregation turbidity, A650, 90 min | AID 588391 | inhibition, % at 10 µM | 0.052% of 350,000 active;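 active means mean inhibition across replicates of 30% or more, whatever share of single replicates reach that level; inconclusive means mean inhibition below 30% while every single replicate reaches 30%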;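 further: absorbance from insulin aggregation driven by PDI reduction with DTT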
# Target sequence (P07237 whole entry, looked up): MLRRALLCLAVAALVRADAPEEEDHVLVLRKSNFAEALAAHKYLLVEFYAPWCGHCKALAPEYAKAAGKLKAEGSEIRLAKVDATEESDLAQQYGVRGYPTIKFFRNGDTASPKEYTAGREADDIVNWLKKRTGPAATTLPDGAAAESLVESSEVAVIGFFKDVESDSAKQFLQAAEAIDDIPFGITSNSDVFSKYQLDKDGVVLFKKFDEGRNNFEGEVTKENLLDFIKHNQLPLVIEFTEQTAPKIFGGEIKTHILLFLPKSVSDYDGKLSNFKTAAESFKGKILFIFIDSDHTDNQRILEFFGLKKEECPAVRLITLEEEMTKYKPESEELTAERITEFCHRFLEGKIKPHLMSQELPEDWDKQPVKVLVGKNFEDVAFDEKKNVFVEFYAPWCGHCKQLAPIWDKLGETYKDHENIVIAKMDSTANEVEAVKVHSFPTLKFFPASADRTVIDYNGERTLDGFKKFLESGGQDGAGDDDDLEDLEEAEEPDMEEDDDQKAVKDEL
# aDG glyco up: increases alpha dystroglycan glycosylation; activation, % at 10 µM; Pro5-aDG cells, alpha-DG glycosylation AlphaScreen (IIH6); 0% Pro5, 100% B10-LARGE cell signal; 0.22% of 360,000 active;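 active means activation of at least 8% versus controls, or a plate z-score of at least 8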;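 further: Pro5 are CHO cells carrying HIG-tagged alpha-DG that lacks glycosylation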
# ABCB6 inh 2: blocks the human ABCB6 transporter | K562-ABCB6 porphyrin accumulation, flow cytometry, 1 h; active compounds read low | Q9NP58 | fluorescence ratio to DMSO, % at 10 µM | AID 602162 | 0.19% of 360,000 active;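 active means fluorescence ratio to DMSO below 75%, the collection mean minus 3 SD; inconclusive means too few cells collected in the well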;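 further: signal is porphyrin accumulated inside mitochondria; 100% equals median channel fluorescence of DMSO control wells; lower ratio means ABCB6 inhibition with less porphyrin fluorescence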
# Exocytosis inh: blocks lytic granule exocytosis. TALL-104 LAMP-1 surface exposure, flow cytometry; cells stimulated with thapsigargin and PMA. inhibition, % at 10 µM. 0.66% of 360,000 active. AID 651702;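 active means inhibition above about 55%, limit read from the data; inconclusive means no clear call, values can overlap the other calls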
# HTR2A ag: mouse HTR2A agonism via beta-arrestin recruitment; P35363; CHO-K1 mHTR2A beta-arrestin complementation, luminescence; percent of 30 µM serotonin response; activation, % at 7.6 µM; 0.66% of 360,000 active; AID 624169;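 active means activation above a run cutoff, the mean activation of all tested compounds plus 3 SD, cut at about 14% in these data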;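 further: 0% = plate median of compound wells and 100% = 30 µM serotonin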
# Target sequence (P35363 whole entry, looked up): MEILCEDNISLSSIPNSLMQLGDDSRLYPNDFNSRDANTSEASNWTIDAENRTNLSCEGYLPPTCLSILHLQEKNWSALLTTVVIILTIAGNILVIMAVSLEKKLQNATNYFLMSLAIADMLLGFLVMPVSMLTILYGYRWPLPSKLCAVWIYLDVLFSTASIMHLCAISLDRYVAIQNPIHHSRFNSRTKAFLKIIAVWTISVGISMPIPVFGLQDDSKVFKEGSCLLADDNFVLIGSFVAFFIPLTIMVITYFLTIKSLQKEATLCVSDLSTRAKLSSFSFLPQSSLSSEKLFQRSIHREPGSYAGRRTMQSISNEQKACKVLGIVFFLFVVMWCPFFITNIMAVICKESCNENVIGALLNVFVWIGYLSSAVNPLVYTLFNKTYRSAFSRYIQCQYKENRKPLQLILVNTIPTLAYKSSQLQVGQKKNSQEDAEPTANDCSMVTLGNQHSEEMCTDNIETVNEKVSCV
# An asterisk follows results filed as active; ? = inconclusive; . = no result given.
SMILES,hiPSC survival,H9c2 protect,N-glyco inh,CaV13 FRET inh,Vif imaging,PDI inh,aDG glyco up,ABCB6 inh 2,Exocytosis inh,HTR2A ag
O=C(NCC1CCCO1)C12CN(Cc3ccccc3)CC1C(c1cccc([N+](=O)[O-])c1)=NO2 (stereo unspecified),-2.9,7.2,0.8,-11.7,-2.5,8.1,-0.2,94.0,-11.4,-4.6
CCc1noc(C)c1C(=O)Nc1nc(-c2ccccc2)cs1,-0.4,1.3,-0.7,-5.2,-1.7,-11.0,0.1,96.0,-5.5,0.1
Cc1ccc(S(=O)(=O)N(C)C)cc1NC(=O)[C@H](Cc1ccccc1)N1C(=O)c2ccccc2C1=O,3.9,1.2,1.6,-4.6,-3.2,-2.6,0.1,101.0,-5.9,-4.5
COc1ccc(NS(=O)(=O)c2cc(C(=O)N3CCC3)ccc2C)cc1,0.3,-0.5,-1.9,-2.8,0.0,0.5,0.0,95.0,8.3,5.8
CC(C)=CCCC(C)c1cc(C(=O)NCCc2ccc(O)cc2)c(N)s1 (stereo unspecified),.,.,.,-9.5,.,.,0.0,.,5.0,-7.3
COc1ccc(S(=O)(=O)N(CC(=O)NC2CC2)c2ccc(C)cc2)cc1OC,0.3,20.2,3.3,-5.2,26.2,2.0,-0.1,99.0,5.5,-2.0
O=C(OCC(=O)N1CCCCCC1)c1ccc(Cl)nc1,0.8,3.4,0.7,-2.2,-5.5,-14.1,0.1,102.0,0.5,1.2
Cc1cc(Br)ccc1SCC(=O)NNC(=O)c1ccco1,4.9,2.4,0.7,-6.6,3.3,-3.3,-0.1,95.0,-6.1,4.6
O=C(CNC(=O)c1ccc(S(=O)(=O)N2CCCC2)cc1)N/N=C/c1ccccc1,-0.7,-1.2,0.0,-4.7,11.4,-0.2,-0.2,95.0,3.3,2.1
CCN1C(=O)[C@H]2[C@@H](c3ccc(-c4ccc5c(c4)OCO5)cc3)N[C@@](Cc3ccccc3)(C(=O)OC)[C@H]2C1=O,-2.5,9.5,-2.8,-3.3,6.7,-9.2,0.1,93.0,-18.7,-1.9
CN(/N=C/c1ccc([N+](=O)[O-])o1)c1ccccc1,-1.7,-12.6,-3.3,-11.7,21.8,9.4,0.3,100.0,-2.6,-4.0
CCOC(=O)C1=CC[C@@H](c2cc3ccc(OC)cc3n2C)N(S(=O)(=O)c2ccc(C)cc2)[C@H]1C(=O)OCC,-2.3,0.0,-0.8,-10.6,25.2,-4.1,-0.2,99.0,1.3,14.2
CCN(CC)S(=O)(=O)c1ccc(/C=C/C(=O)OCC(=O)N(C(C)C)C(C)C)cc1,-0.6,-13.8,-0.1,-14.6,22.0,-5.7,-0.1,100.0,-12.6,-0.1
O=C(NCc1ccncc1)c1ccc2nc([C@@H]3O[C@H](CO)[C@H](O)[C@H](O)[C@H]3O)[nH]c2c1,-0.9,4.2,2.3,-9.9,.,-0.4,-0.3,98.0,-6.2,-1.2
COc1cc2ncnc(NCc3ccc(C)o3)c2cc1OC,0.0,9.5,1.4,-4.8,-0.8,1.8,0.4,109.0,-1.0,0.0
COc1cc(C2Nc3ccccc3NC3=C2C(=O)CC(C)(C)C3)cc(OC)c1OC (stereo unspecified),0.2,-4.1,1.9,-3.1,1.6,5.8,0.1,97.0,-0.6,2.3
CC(C)Oc1ccc(CNC(=O)c2cc(S(=O)(=O)N3CCOCC3)cn2C)cc1,-0.7,1.8,0.0,-6.6,7.1,8.4,-0.1,100.0,-0.3,-5.2
O=C(Nc1ccc(N2CCOCC2)cc1)C1CCN(S(=O)(=O)c2ccc3c(c2)OCCO3)CC1,-0.5,5.0,-1.8,3.7,5.0,3.8,-0.1,83.0,-0.9,3.3
CC1(c2ccc(Cl)cc2)NC(=O)N(CC(=O)N2CCN(S(=O)(=O)c3ccccc3)CC2)C1=O (stereo unspecified),-0.2,3.0,1.2,-3.5,3.2,-1.3,0.3,98.0,6.8,-1.9
Cc1ccc(-n2nc(CC#N)c(C#N)c2N)cc1,-0.2,6.8,2.1,-4.5,0.4,-7.1,-0.1,85.0,-0.3,1.5
O=c1cc(O)c(-c2ccccc2Cl)c(Cl)[nH]1,0.8,2.2,2.3,-3.3,7.2,10.6,-0.1,90.0,-3.0,2.5
CCOc1ccc(C(=O)C(C)=O)c(OCC)c1,-0.1,-2.7,2.9,-5.0,0.5,1.1,-0.4,95.0,-4.5,1.1
CC(C)Nc1nc(Nc2ccc(Cl)cc2F)c2sccc2n1,5.1,-13.9,-3.8,-4.8,-5.4,-16.5,1.3,92.0,3.1,-7.4
O=C(COC(=O)c1ccc(S(=O)(=O)NCc2ccco2)cc1)Nc1ccccc1,0.1,-3.9,-0.6,-1.7,19.4,-6.4,0.6,96.0,4.8,2.8
Fc1ccc(-c2n[nH]c(=S)n2/N=C/c2c[nH]c3ccccc23)cc1,2.7,-0.5,-1.6,-2.8,6.8,1.6,-0.1,101.0,-0.8,1.4
CCOC(=O)CCNC(=O)N1CCCC(N2CCN(c3ccc(OC)cc3)CC2)C1 (stereo unspecified),0.3,0.6,-0.4,-4.4,6.2,12.4,0.4,99.0,-7.6,-1.1
Cc1ccc(NC(=O)c2cnn(-c3ccccc3)c2C)cc1,-0.3,-11.3,-14.2,0.1,-2.2,-6.0,0.1,104.0,-19.2,0.5
CC(=O)Nc1ccc(C(=O)OCC(=O)Nc2c(C)n(C)n(-c3ccccc3)c2=O)cc1,-3.7,0.0,0.3,-5.0,-3.5,10.6,-0.3,93.0,-0.6,5.1
CN(CCOc1ccccc1)S(=O)(=O)c1ccc2oc3ccccc3c2c1,-1.8,-26.5,-0.3,-4.1,.,-10.9,0.2,98.0,4.9,-5.8
Cc1cc(C(=O)NCc2ccccc2F)c2ccccc2n1,0.1,-3.3,-0.6,-5.8,5.3,3.9,0.0,101.0,-0.5,0.1
Cc1cc(C)cc(OCC(O)CN2CCC(CN3C(=O)c4cccc5cccc(c45)C3=O)CC2)c1 (stereo unspecified),-0.5,-18.3,-0.3,-6.8,0.0,-3.2,1.1,88.0,30.0,-6.6
Cc1ccc(CCNC(=O)C2CCCN(S(=O)(=O)c3cnc[nH]3)C2)cc1 (stereo unspecified),-2.4,2.4,0.5,3.4,-7.5,8.0,0.0,91.0,-1.5,1.3
CC(C)N1C(=O)C(O)(C2COC(C)(C)CC2=O)c2ccccc21 (stereo unspecified),1.1,-20.2,0.9,-4.6,0.4,-3.2,0.3,90.0,2.5,-2.4
COc1ccc(OC)c(NC(=O)C2CCN(S(C)(=O)=O)CC2)c1,4.5,-2.1,-0.8,-6.8,-7.1,-0.4,-0.1,99.0,0.7,-2.0
CCOC(=O)C1CCCN(C(=O)c2ccc(Cl)c(S(=O)(=O)N3CCCCC3)c2)C1 (stereo unspecified),0.0,-12.1,-0.3,-4.6,-15.1,-0.7,0.8,97.0,-0.9,4.1
COc1ccc(CN2C(=O)NC3(CCOc4ccccc43)C2=O)cc1F (stereo unspecified),-1.0,2.4,1.0,-3.2,0.7,3.7,-0.3,101.0,-1.1,6.1
Cc1cnc(C(=O)OCC(=O)N2c3ccccc3CC2C)cn1 (stereo unspecified),-0.2,-3.8,0.6,-2.8,-1.0,10.7,0.0,101.0,-2.5,-3.1
CCOc1ccccc1C1CC(=O)Nc2cc3c(cc21)OCCO3 (stereo unspecified),-1.0,-12.7,?,-5.6,-4.0,1.5,0.0,97.0,6.3,-0.6
O=C(O)CCC(=O)Nc1sc2c(c1C(=O)Nc1ccccc1)CCCCC2,-1.4,-0.7,0.6,-3.4,-3.2,17.5,-0.2,102.0,5.7,0.2
OC1CCC2CN3CCc4c([nH]c5ccccc45)C3CC2C1 (stereo unspecified),-2.1,7.2,0.2,.,-2.8,.,0.0,116.0,9.5,0.5

# Compounds above that have a thiophene ring, fused or not (three):
SMILES,hiPSC survival,H9c2 protect,N-glyco inh,CaV13 FRET inh,Vif imaging,PDI inh,aDG glyco up,ABCB6 inh 2,Exocytosis inh,HTR2A ag
CC(C)=CCCC(C)c1cc(C(=O)NCCc2ccc(O)cc2)c(N)s1 (stereo unspecified),.,.,.,-9.5,.,.,0.0,.,5.0,-7.3
CC(C)Nc1nc(Nc2ccc(Cl)cc2F)c2sccc2n1,5.1,-13.9,-3.8,-4.8,-5.4,-16.5,1.3,92.0,3.1,-7.4
O=C(O)CCC(=O)Nc1sc2c(c1C(=O)Nc1ccccc1)CCCCC2,-1.4,-0.7,0.6,-3.4,-3.2,17.5,-0.2,102.0,5.7,0.2

# Next part
SMILES,hiPSC survival,H9c2 protect,N-glyco inh,CaV13 FRET inh,Vif imaging,PDI inh,aDG glyco up,ABCB6 inh 2,Exocytosis inh,HTR2A ag
CCN(CC)C(=O)Cn1cc(S(=O)(=O)CC(=O)Nc2cccc(NC(C)=O)c2)c2ccccc21,-1.9,12.8,-2.5,-11.5,.,-0.2,-0.4,101.0,-3.8,1.7
OC[C@@H]1CN(Cc2ccc(-c3ccccc3)cc2)C[C@H](n2cnc3c(NCc4ccco4)ncnc32)O1,-1.3,-0.1,-2.1,-4.9,-13.0,-1.2,1.8,98.0,-5.2,18.4*
C=CCNC(=O)C(=O)N/N=C/c1ccco1,0.2,7.5,0.9,.,-0.6,1.2,0.0,101.0,-0.6,0.7
CCN(C(=O)CSc1nnc(SC)s1)c1c(N)n(Cc2ccccc2)c(=O)[nH]c1=O,0.2,7.8,-0.9,-5.0,1.8,-0.1,-0.1,97.0,8.9,-0.2
COc1ccc(CCN2C(=O)/C(=C\c3ccco3)SC2=S)cc1OC,-0.8,-8.8,-1.7,-4.7,.,4.9,-0.1,98.0,-0.7,-1.0
COC(=O)CCCN=C1SCCN1Cc1ccccc1,-0.5,1.6,0.6,-4.1,17.7,5.3,0.0,103.0,7.7,-5.0
COc1cc(/C=C/CO)ccc1O[C@@H]1O[C@H](CO)[C@@H](O)[C@H](O)[C@H]1O,-1.3,4.1,-0.2,.,16.0,.,0.0,98.0,-2.5,3.1
Cc1c(C(=O)N2CCCC2)sc(NC(=O)c2ccc(Cl)cc2)c1C#N,0.1,-16.5,-0.8,-5.5,-7.5,3.8,0.2,103.0,-1.8,8.0
CCCCOc1ccc(N(CC(=O)NC2CCCC2)C(=O)CCC(=O)Nc2ccccn2)cc1,-3.2,0.2,2.5,-7.2,1.4,7.3,1.9,98.0,-0.9,2.4
COc1ccc(Cc2nnc(NC(=O)c3cccs3)s2)cc1OC,0.1,6.3,2.1,3.6,-5.9,-3.3,0.0,93.0,0.6,-1.6
C/C(=N/NC(=O)c1ccc(C)s1)c1ccncc1,0.4,4.2,1.7,-9.1,11.7,-1.1,0.0,101.0,-1.2,-10.1
Cc1ccccc1C(=O)Nc1c(C(=O)N2CCN(C)CC2)cnn1-c1ccccc1,-0.4,3.0,2.5,-5.6,9.8,-13.0,0.0,104.0,0.5,-2.8
COc1ccc(OC)c(NC(=O)CCN2CCN(Cc3ccccc3)CC2)c1,0.0,2.7,3.0,.,-2.5,-3.9,0.0,101.0,2.2,-2.3
COc1cc(OC)c(OC)cc1/C=N/Nc1ncnc2c1[nH]c1ccc(C)cc12,-0.5,12.3,-1.2,-7.8,6.8,-2.2,-0.1,93.0,-11.1,0.6
CS(=O)(=O)c1ccc2nnn(OCC(=O)Nc3ccc(Br)cc3Br)c2c1,-0.2,-6.8,7.8,-1.4,4.3,2.3,-0.1,99.0,25.2,-4.6
